Screens from PubChem BioAssay.
H37Rv inhibition: M. tuberculosis growth inhibition, HTS (AID 449762); M. tuberculosis H37Rv growth inhibition, 7H9 media; higher % means a stronger effect; inhibition, % at 25 µM, or IC50 in µM where a hit was titrated; actives 0.59% (n = 330,000); in the data active means a potency from the dose series; inconclusive means inhibition above about 70% without an active follow-up result;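 further: bacterial growth assessed after seven days of incubation; strong numbers were not always called active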
VEEV TC-83 Vero: inhibitors of VEEV TC-83 cytopathic effect, confirmation, Vero cells (AID 588727); Vero cells, VEEV TC-83 cytopathic effect inhibition; higher % means a stronger effect; inhibition, % at 20 µM; hits with a dose series show IC50 in µM; actives 0.13% (n = 350,000); in the data active means a potency from the dose series; inconclusive means inhibition mostly from about 14% at the one dose, without a potency; inactive means the rest, 99 in 100 with inhibition below about 12%; further: strong numbers were not always called active
influenza NS1A: NS1A inhibition, H1N1 influenza, cell based functional assay (AID 504329). NS1A functional cell-based assay, percent inhibition; higher % means a stronger effect. inhibition, % at 12.5 µM; hits with a dose series show IC50 in µM. actives 0.3% (n = 340,000); in the data active means a potency from the dose series; inconclusive means inhibition above about 27% without an active follow-up result; further: strong numbers were not always called active
PhoP GFP inhibition: Inhibition of PhoP regulon, Salmonella typhi GFP reporter cells, confirmation, 4 h (AID 1850). Salmonella Typhi PhoP-promoter GFP reporter, fluorescence, 4 h; higher % means a stronger effect. inhibition, % at 50 µM; hits with a dose series show IC50 in µM. actives 0.33% (n = 310,000); in the data active means a potency from the dose series; inconclusive means inhibition mostly from about 25% at the one dose, without a potency; inactive means the rest, 99 in 100 with inhibition below about 19%;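 further: 0% = induced wells with vehicle and 100% = uninduced wells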
tuberculosis growth: growth inhibition of non-replicating M. tuberculosis (AID 488890); Mycobacterium tuberculosis non-replicating, growth inhibition; higher % means a stronger effect; inhibition, % at 25 µM; hits with a dose series show IC50 in µM; actives 0.39% (n = 320,000); in the data active means a potency from the dose series; inconclusive means inhibition mostly from about 82% at the one dose, without a potency; inactive means the rest, 99 in 100 with inhibition below about 76%;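 further: plate controls were DMSO cells for no effect and high antibiotic wells for full effect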
VEEV TC-83 Vero 10K pilot screen: also measured in VEEV TC-83 Vero; calls as there; inhibition, %; measured here: 10K pilot screen inhibition
The depositor's hits bear a star; i = inactive; ? = inconclusive; / = no result given; & = joins results of further samples. Outcome played no part in choosing rows (roughly 1.4% active in at least one column).

SMILES	H37Rv inhibition	VEEV TC-83 Vero	influenza NS1A	PhoP GFP inhibition	tuberculosis growth	others
O=C(NC(=O)N1CCN(c2ccc([N+](=O)[O-])cn2)CC1)c1c(Cl)cccc1Cl	0%	/	/	1%	-11%
COc1ccc(OCCCC(=O)OCC(=O)Nc2ncc(Cl)cc2Cl)cc1	/	0.7%	1%	/	/
O=C(Oc1ccc2ccccc2c1Cl)N1CCCC1	9%	35%	-2%	-7%	?
O=C(COc1cccc(Cl)c1)Nc1nc(-c2ccc(S(=O)(=O)N3CCOCC3)cc2)cs1	/	5.6%	-3%	/	/
Cc1ccc(C2(c3ccccc3)NC(=O)N(CC(=O)NCc3ccco3)C2=O)cc1C (stereo not drawn)	-15%	i	-9%	/	23%
COc1ccc(Cn2c(C3CC3)nc3ccc(NC(=O)c4ccco4)cc3c2=O)cc1	-10%	8.6%	12%	-5%	33%
Cc1ccc(C(=O)Nc2cccc(C(F)(F)F)c2)cc1NC(=O)c1cnnc2ccccc12	-2%	0.2%&2.5%	-7%	-5%	-10%
COc1cccc(-c2cn3nc4c(nc3n2)CCCC4)c1	3%	8.7%	8%	7%	-3%
Fc1ccc(-c2nc3ccccc3[nH]2)cc1	-3%	2.5%	-5%	-1%	8%
Cc1ccc(NC(=O)COC(=O)c2cccc(OC(F)F)c2)cc1S(=O)(=O)N1CCCCC1	2%	3.5%	-3%	/	2%
CC1(C)NC(=O)N(CC(=O)OCC(=O)c2ccc(Br)s2)C1=O	0%	1.2%	3%	/	26%
C#CCOCCOCCOCCNc1nc(N2CCN(C(=O)[C@H](CC(N)=O)n3cc(C(N)[C@H](C)CC)nn3)CC2)nc(N2CCN(C(=O)[C@H](CC(N)=O)n3cc(C(N)[C@@H](C)CC)nn3)CC2)n1 (stereo partly drawn)	7%	2.6%	-6%	/	14%
CCn1nc(C(=O)OCC(=O)NCCN2C(=O)CSC2=O)c2ccccc2c1=O	3%	1.8%	-8%	-6%	3%
CC(=O)c1ccc(OCC(=O)N(C2CCCCC2)C2CCS(=O)(=O)C2)cc1 (stereo not drawn)	-2%	2.7%	-10%	-2%	-1%
COCCNC(=O)CNS(=O)(=O)c1ccc2nc(C)sc2c1	2%	1.0%	9%	0%	-4%
Cc1ccc(/C=N/n2c(-c3ccccn3)n[nH]c2=S)o1	6%	0.4%	-5%	0%	-11%
CCc1c(C)nc2ncnn2c1NCCc1ccc(OC)cc1	0%	i	-10%	-5%	8%
Cc1cc(=O)n2[nH]c(COc3ccccc3)nc2n1	9%	0.2%	1%	-5%	0%
Cc1ccc(C(=O)NCCc2nnc3ccc(SCC(=O)Nc4ccccc4F)nn23)cc1	7%	6.3%	15%	-4%	5%
COC(=O)C/C=C/N(Cc1ccccc1OC)S(=O)(=O)CCl	/	i	-3%	/	/
COc1ccc(N2CCCn3c2nc2c3c(=O)n(Cc3ccc(F)cc3)c(=O)n2C)c(OC)c1	/	6.8%	5%	/	/
COc1cc(/C=N/NC(=O)c2ccc3c(c2)OCCO3)cc(Br)c1O	4%	0.3%	-1%	14%	-1%
Cc1cc2nccc(-c3ccc(F)cc3)n2n1	6%	1.3%	-8%	9%	-1%
Cc1c(NC(=O)CC(C)C)c(=O)n(-c2ccccc2)n1C	-5%	i	-6%	-1%	5%
Cc1nn(C)c(Cl)c1CN1CCN(C2CCCCC2)C(CCO)C1 (stereo not drawn)	-1%	i	-1%	10%	5%
COc1ccccc1N(CC(O)CN1C(=O)NC(C)(C)C1=O)S(=O)(=O)c1ccc(C)cc1 (stereo not drawn)	-10%	1.5%	0%	-5%	31%
O=C(NNc1c2ccccc2nc2ccccc12)c1cc2ccccc2cc1O	15%	31%	3%	-4%	42%
COC(=O)Nc1ccc(=O)n(Cc2c(Cl)cccc2Cl)c1	-3%	i	2%	-4%	3%
Cn1c(N)c(C(=O)COC(=O)CCC(=O)c2ccc(F)cc2)c(=O)n(C)c1=O	4%	0.9%	11%	-7%	-3%
Cn1c(=O)c(C(=O)NCC2CCCO2)c(O)c2ccccc21 (stereo not drawn)	5%	1.2%	12%	-21%	22%

Entries from the list above that contain bromine (two):
SMILES	H37Rv inhibition	VEEV TC-83 Vero	influenza NS1A	PhoP GFP inhibition	tuberculosis growth	others
CC1(C)NC(=O)N(CC(=O)OCC(=O)c2ccc(Br)s2)C1=O	0%	1.2%	3%	/	26%
COc1cc(/C=N/NC(=O)c2ccc3c(c2)OCCO3)cc(Br)c1O	4%	0.3%	-1%	14%	-1%

Other structures
SMILES	H37Rv inhibition	VEEV TC-83 Vero	influenza NS1A	PhoP GFP inhibition	tuberculosis growth	others
CCC(C)NC(=O)C1CCCN(c2nc(C)cc(OC)n2)C1 (stereo not drawn)	-6%	i	3%	8%	-8%
O=C(COC(=O)CNC(=O)c1cccc(OC(F)F)c1)NNC(=O)c1ccccc1	0%	1.0%	-4%	/	-18%
CCCCc1nnc(NC(=O)C(=O)OCC)s1	-4%	i	4%	10%	-1%
N#CCCN(C(=O)COC(=O)c1ccc2c(c1)OCO2)c1ccccc1	1%	i	1%	/	-3%
CCOC(=O)c1[nH]cnc1C(=O)Nc1cccc(OC)c1	0%	1.0%	8%	2%	38%
COC(=O)c1cc(NC(=O)Cc2coc3cc(OC)ccc23)cc(C(=O)OC)c1	0%	6.1%	-130%	-8%	26%
O=C(CCNC(=O)c1ccc([N+](=O)[O-])cc1)Oc1ccc(F)c(F)c1	8%	1.6%	-6%	/	?
O=C1CCc2cc(NS(=O)(=O)c3ccccc3)cc3c2N1CCC3	-3%	7.0%	10%	-4%	9%
COC(=O)CN(c1cccc(OC)c1)S(C)(=O)=O	1%	0.7%	-5%	-13%	2%
COc1ccc(N2CC(C(=O)Nc3ccc(S(=O)(=O)N4CCCCC4)cc3)CC2=O)cc1 (stereo not drawn)	-3%	1.9%	11%	-2%	18%
COc1ccc(NC(=O)C2CC(=O)N(Cc3ccco3)C2)cc1Cl (stereo not drawn)	-1%	2.7%	-7%	/	-4%
CN(C)S(=O)(=O)Oc1cccc(C(=O)Nc2ccc([N+](=O)[O-])cc2)c1	-6%	1.2%	5%	4%	-12%
Cc1cc(C)c2nncn2n1	0%	1.3%	8%	6%	-10%
O=C(CCCCCn1c(SCC(=O)c2ccccc2)nc2ccccc2c1=O)NCc1ccco1	-4%	2.5%	-27%	-4%	-1%
Cc1noc(NS(=O)(=O)c2ccc(NC(=O)c3ccc(OC(C)C)cc3)cc2)c1C	14%	0.2%	5%	-3%	43%

Looked up by compound from the list above, 2 records:
SMILES	H37Rv inhibition	VEEV TC-83 Vero	influenza NS1A	PhoP GFP inhibition	tuberculosis growth	others
Cc1noc(NS(=O)(=O)c2ccc(NC(=O)c3ccc(OC(C)C)cc3)cc2)c1C	14%	0.2%	5%	-3%	43%
O=C(CCCCCn1c(SCC(=O)c2ccccc2)nc2ccccc2c1=O)NCc1ccco1	-4%	2.5%	-27%	-4%	-1%

A draw from above in order of heavy-atom count, lowest first:
SMILES	H37Rv inhibition	VEEV TC-83 Vero	influenza NS1A	PhoP GFP inhibition	tuberculosis growth	others
COC(=O)CN(c1cccc(OC)c1)S(C)(=O)=O	1%	0.7%	-5%	-13%	2%
CC1(C)NC(=O)N(CC(=O)OCC(=O)c2ccc(Br)s2)C1=O	0%	1.2%	3%	/	26%
COc1ccc(OCCCC(=O)OCC(=O)Nc2ncc(Cl)cc2Cl)cc1	/	0.7%	1%	/	/
COc1ccc(N2CCCn3c2nc2c3c(=O)n(Cc3ccc(F)cc3)c(=O)n2C)c(OC)c1	/	6.8%	5%	/	/
C#CCOCCOCCOCCNc1nc(N2CCN(C(=O)[C@H](CC(N)=O)n3cc(C(N)[C@H](C)CC)nn3)CC2)nc(N2CCN(C(=O)[C@H](CC(N)=O)n3cc(C(N)[C@@H](C)CC)nn3)CC2)n1 (stereo partly drawn)	7%	2.6%	-6%	/	14%

The results go on.
SMILES	H37Rv inhibition	VEEV TC-83 Vero	influenza NS1A	PhoP GFP inhibition	tuberculosis growth	others
COc1ccc(C(=O)C(CCC(CNC(C)(C)C)C(=O)c2ccc(OC)cc2)CNC(C)(C)C)cc1 (stereo not drawn)	-10%	i	16%	17%	75%
CC(=O)c1ccccc1OCc1ccc(S(=O)(=O)Cc2ccccc2)cc1	5%	0.5%	-12%	-5%	/
COc1ccc(C(=O)NCC(c2ccco2)N(C)C)cc1S(=O)(=O)NCc1ccc(Cl)cc1 (stereo not drawn)	2%	1.9%	-7%	/	12%
O=C(NCc1cccs1)c1cc(-c2ccccc2)nn1CC1CC(c2cccc([N+](=O)[O-])c2)=NO1 (stereo not drawn)	4%	i	-1%	-1%	28%
COc1cc2[nH]c(=O)c(C(=O)NCCCN3CCOCC3)c(O)c2cc1OC	2%	5.2%	-1%	8%	2%
CC1=C(CC(=O)O)c2cc(F)ccc2/C1=C/c1ccc(S(C)=O)cc1 (stereo not drawn)	-1%	0.9%	4%	-14%	5%
O=C(COc1ccccc1)Nc1ccc(Cl)cc1C(=O)c1ccccc1	7%	i	4%	-8%	13%
COc1ccc(-c2nc(-c3cccs3)no2)cc1	-2%	0.8%	-10%	3%	/
CC(=O)Nc1ccc(S(=O)(=O)NC2(C(F)(F)F)NC(=O)N(c3ccccc3F)C2=O)cc1 (stereo not drawn)	-9%	1.8%	3%	-2%	-19%
CCCCn1c(O)c(/C=C/C=C/C=Nc2ccccc2)sc1=S	24%	1.6%	8%	10%	18%
CCCCCn1c(=O)[nH]c2cc(C(=O)NCCN(CC)CC)ccc2c1=O	-7%	i	4%	-6%	3%
CCOc1ccc(S(=O)(=O)NCCOC)cc1C	-5%	i	-2%	-8%	6%
CC1(c2cccc(Br)c2)NC(=O)N(CC(=O)NC2CCCCC2)C1=O (stereo not drawn)	3%	0.9%	3%	/	16%
CCOC(=O)c1cccc(NC(=O)/C=C/c2cccc([N+](=O)[O-])c2)c1	5%	i	4%	3%	-2%
CNc1nc(NCCOC23CC4CC(CC(C4)C2)C3)nc(OCC(F)(F)F)n1	-5%	8.3%	7%	-26%	12%
Cc1ccc(NC(=O)CC(=O)c2ccc([N+](=O)[O-])cc2)cc1S(=O)(=O)Nc1cccc(Cl)c1	?	8.4%	-2%	-9%	-20%
COc1nc(N/N=C/c2ccc(C)cc2)nc(N2CCCCC2)n1	1%	1.3%	0%	-4%	-7%
Cc1ccc(/C=C/C(=O)Nc2cccnc2)o1	-5%	i	9%	-1%	-15%
CCOc1ccc(-c2nnn(CC(=O)NCc3ccc(C)cc3)n2)cc1	-4%	0.2%	3%	2%	-1%	VEEV TC-83 Vero 10K pilot screen=0.0
COCCNc1cc(N)c([N+](=O)[O-])cc1[N+](=O)[O-]	-2%	i	3%	-8%	-7%
CCn1c2ccccc2c2cc(NC(=O)c3cccc([N+](=O)[O-])c3C)ccc21	-1%	5.8%	-3%	-11%	5%
